Screening results from PubChem.
ERK EGF inh: qHTS Assay for Inhibitors of the ERK Signaling Pathway using a Homogeneous Screening Assay; Stimulation with EGF; 0.41% of 130,000 active; Potency, µM (doses to about 11.5 µM), for inactives: at the highest dose activity change, negative = inhibition, most hits filed as inhibitors; HEK293-V1b, EGF-stimulated phospho-ERK AlphaScreen; active = well fitted inhibition curve with a large enough effect; inconclusive = small, poorly fitted or top-dose-only effect, or effect the other way;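 note: plate controls were stimulated vehicle wells for no effect and unstimulated vehicle basal for full effect; nearly all actives have a fitted effect of over 55% in size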
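HEK293 cells stably expressing V1b receptor, serum-reduced (1% FBS) overnight, got compound for 30 min at 37C, then 25 nM EGF for 5 min. Lysate phospho-ERK read by AlphaScreen SureFire; AC50 from Hill fits.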
* marks the source's active call; other numbers are inactive results; u = inconclusive; [ ] = another dose, or the depositor's remark. Potency is the fitted concentration of half-maximal effect. These rows are one share of the data. The share of hits here may be higher or lower than overall.

SMILES | ERK EGF inh
CC(=O)[C@]1(O)CCC2C3CC(C)C4=CC(=O)C=CC4(C)[C@@]3(F)C(O)C[C@]21C (stereo partly specified) | -2.9%
CC(C)(C)C1CCC(=NNc2nc3ccccc3[nH]2)CC1 (stereo unspecified) | 3.1%
NNC(=O)CNc1ccccc1Cl | 2.3%
CC(c1ccccc1)n1cc(C(=O)NCC2COc3ccccc3O2)nn1 (stereo unspecified) | -4.4%
O=C(NCCCn1ccnc1)/C(=C/c1ccco1)NC(=O)c1ccco1 | 1.6%[57.5 µM]
Cc1ccc(NC2=CC(=O)CC(c3ccccc3)C2)cc1 (stereo unspecified) | -1.7%
COC(=O)C(=CC(=CN(C)C)C=C(C(=O)OC)C(=O)OC)C(=O)OC | 4.7%[57.5 µM]
O=C(NC(=S)NCC1CCCO1)c1ccco1 (stereo unspecified) | 7.9%
CCOC(=O)c1cccc(NC(=O)N2CCOCC2)c1 | -1.8%
CC(=O)OC1CC2C(C)(C)C(O)CC[C@@]2(C)C2CC[C@@]3(C)C(c4ccoc4)OC(=O)C4OC43[C@]12C (stereo partly specified) | 23.5%
O=C(O)c1ccccc1Nc1ccnc(Cl)n1 | -15.6%[57.5 µM]
Cc1cc2c(c(SCC(=O)NCc3ccc(Cl)cc3)n1)C(=O)OC2 | -1.2%
CC(NC(=O)CSc1n[nH]c(=O)[nH]c1=O)C1CC2CCC1C2 (stereo unspecified) | 6.4%[57.5 µM]
COc1cc(OC)cc(C(=O)NCc2ccc(-n3cccc3)cc2)c1 | 1.0%
COc1ccccc1CNC(=O)CN(Cc1ccc(Cl)cc1)S(C)(=O)=O | 0.3%
Cc1nn(C)c(C)c1NC(=O)CCCSc1nc(-c2ccco2)cc(C(F)(F)F)n1 | 0.0%
O=C(c1ccccc1)N(Cc1ccc(F)cc1)Cc1nc2ccccc2c(=O)[nH]1 | -3.7%
Cc1cccc(OCCCn2c(=O)oc3ccc(C)cc32)c1 | -1.3%
O=C(c1c[nH]c2ccccc2c1=O)N1CCCCCC1 | 9.5%
CN(C)S(=O)(=O)c1ccc(C(=O)Nc2ccccc2SCCC#N)cc1 | -3.6%
CCn1c(SCC(=O)c2c[nH]c3ccccc23)nc2cc(S(=O)(=O)N3CCOCC3)ccc21 | -2.1%
Cc1ccc(C2C(C(=O)c3cccs3)=C(O)C(=O)N2c2cccc(C)n2)cc1 (stereo unspecified) | -4.3%[57.5 µM]
N#Cc1ccc(NC(=S)NCCN2CCOCC2)cc1 | -3.9%
O=C(Cn1cnc2cc([N+](=O)[O-])ccc2c1=O)Nc1ccccc1-c1ccccc1 | 1.0%[57.5 µM]
COc1ccc(/C=N/NC(=O)c2c(C)nc3ccc(Br)cn23)cc1OC | 0.4%[57.5 µM]
N/C(=N/O)c1nc(N2CCCCC2)nc(N2CCCCC2)n1 | 3.4%
Cc1ccc(C2=N/C(=C\c3cccnc3)C(=O)O2)cc1 | u
COC(=O)N/N=C/c1cc(Cl)c(OCc2ccc(F)cc2)c(OC)c1 | 5.5%
COC(=O)CCC(=O)OC1(C)C(=O)C2=COC(c3ccc(OC)cc3)=CC2=C(Br)C1=O (stereo unspecified) | -12.6%
N#C/C(=C\c1ccc(-c2cccc([N+](=O)[O-])c2)o1)C(=O)Nc1nc(-c2cccs2)cs1 | -17.2%[57.5 µM]
Cc1nc2ccc(S(=O)(=O)Nc3ccc(-c4nc5cccnc5s4)cc3)cc2s1 | -11.2%
CC(=O)Nc1ccc(NC(=O)C(Cc2ccccc2)NC(=O)C2CCC(C)CC2)cc1 (stereo unspecified) | 2.1%
CC(C)=CCn1cnc2c1C(NOCc1ccccc1)=NCN2 | 2.0%
O=[N+]([O-])c1cc2oc3c(c2c(C=NCc2ccncc2)c1O)CCCC3 | 2.8%
CC1=C[C@H]2Cc3cc(C)cc(C)c3S(=O)(=O)[C@@H]2C=C1 | 2.7%
CCOC(=O)C1(CC2CC2)CCN(Cc2cn[nH]c2-c2ccccc2)CC1 | -6.8%
CC1(C)CC(N2CCN(CCO)CC2)=CC(=S)N1 | -15.1%[57.5 µM]
COc1ccccc1CCNC(=O)c1nc(-c2cccs2)no1 | -3.5%
COc1ccccc1CCn1c(=O)c(-c2ccc(F)cc2)nc2cncnc21 | -6.2%
COc1ccc([N+](=O)[O-])cc1N(CC(=O)Nc1ccccc1C(=O)NC(C)C)S(C)(=O)=O | 8.0%
CCOc1ccc(OCCn2nnc3ccccc3c2=O)cc1 | -7.7%
Cc1ccccc1NC(=S)NCCSc1ccc(Cl)cc1 | u
O=C1Nc2ccccc2C1(O)Cc1ccccn1 (stereo unspecified) | 8.0%[57.5 µM]
CCn1cc([N+](=O)[O-])c(C(=O)N2N=C(c3cccc4ccccc34)CC2c2ccccc2O)n1 (stereo unspecified) | -1.2%
O=Cc1cnc(N2CCOCC2)nc1 | 3.6%
O=C(CSc1nnc2ccccn12)Nc1cccc(-c2nc3ccccc3s2)c1 | 0.8%
C(=N\Nc1nccc(-c2cccnc2)n1)/c1ccccc1 | -8.2%[57.5 µM]
COc1ccc(CCN(Cc2ccccn2)C(=S)Nc2ccc(C)cc2)cc1OC | 4.7%
CC1=C(C(=O)Nc2ccc(C)cc2)C(c2cccs2)NC(=S)N1 (stereo unspecified) | -1.7%
O=C(O)CNC(=S)NCc1ccccc1 | -8.1%
CCn1c(CN2CCN(c3ccc(Cl)cc3)CC2)nc2ccccc21 | 8.0%
CCCCCCCCn1c2c(c(=N)c3c1CCC3)CCCC2 | -8.7%
C=CCc1cc(/C=C/c2nc(O)c([N+](=O)[O-])c(=O)[nH]2)cc(OC)c1O | 4.0%
CCOC(=O)C1=C(C)NC(=S)NC1c1cccc(O)c1 (stereo unspecified) | -7.2%
CC(C)NC(=O)c1ccc(Cl)cc1Cl | -0.3%
FC(F)(F)c1cc(-c2cccs2)nc2cc(-c3ccccc3)nn12 | -1.4%
Cc1ccc(C(=O)N/C(=C\c2cccs2)C(=O)NCc2cccnc2)cc1 | 6.9%
O=C(Cn1cnc2ccccc2c1=O)Nc1ccc2c(c1)OCO2 | 8.7%
COc1cc(C2c3cc4c(cc3C(OC3OC5COC(c6cccs6)OC5C(O)C3O)C3COC(=O)C23)OCO4)cc(OC)c1O (stereo unspecified) | -5.0%[57.5 µM]
CCOC(=O)C(C)n1nc(C)c2sc3ccccc3c2c1=O (stereo unspecified) | u

The results go on:
SMILES | ERK EGF inh
COc1ccc(C(=O)C[n+]2cccc(Br)c2)cc1 | 2.6%[57.5 µM]
Cc1ccc2nc(-c3ccncc3)cc(C(=O)Nc3ccc4c(c3)OCCO4)c2c1 | -0.3%
O=C(COC(=O)c1oc2ccccc2c1COc1ccccc1)NCCN1C(=O)CSC1=O | -2.4%
CCOC(=O)COc1ccc2ccccc2c1/C=C/[N+](=O)[O-] | u
CCCCN(C(C)=O)C1CC(=O)N(c2ccc(OCCC)cc2)C1=O (stereo unspecified) | 6.7%[57.5 µM]
Cc1ccc(C)n1-c1cccc(NC(=O)c2ccccc2)c1 | -8.2%
CC1CC(C)CN(C(=O)C2CCC(CNc3c(N4CCCCC4)c(=O)c3=O)CC2)C1 (stereo unspecified) | 3.9%[57.5 µM]
COc1cc2c(C(=O)N3CCN(c4ccccc4F)CC3)cn(C)c(=O)c2cc1OC | -9.0%
COc1ccc(CNC(=O)CSc2ccc(Br)cc2)cc1OC | 5.6%
Cc1nn(Cc2ccc(Cl)cc2)c2sc(C(=O)O)cc12 | -3.4%
CCOC(=O)c1ccc(NC(=O)CN2C(=O)CCC2=O)cc1 | -1.3%
C/C(=N/NC(=O)Cc1c(C)[nH][nH]c1=O)c1ccc(O)cc1 | 6.3%
COc1ccc(N(Cc2cc3ccccc3[nH]c2=O)S(C)(=O)=O)cc1 | 2.0%
CC(=O)NNc1ncnc2c1cnn2-c1ccc(C)c(C)c1 | 0.2%
CCOC(=O)COc1cccc2c(=O)n(CC(=O)NCCc3ccccc3)ccc12 | -0.6%
CCOC(=O)C1CCN(c2cc(C)nc3ccc(OC)cc23)CC1 | 0.8%
COc1ccccc1Nc1cc(C(=O)N2CCc3ccccc3C2)c2ccccc2n1 | 9.7%
COc1cccc(NC(=O)CNC(=O)c2ccc(OC)c(OC)c2)c1 | -2.2%
COc1cc(/C=C2\SC(=S)N(N3CCOCC3)C2=O)ccc1O | 0.6%[57.5 µM]
COC(=O)[C@@]1(Cc2ccc(F)cc2)[C@@H]2C(=CC(=O)[C@H]2CC(=O)C(=O)N(C)C)CN1C(=O)c1ccccc1 | 3.5%
CCOC(=O)C1=NOC2C3CC(C12)C1C(=O)N(CCc2ccc(OC)c(OC)c2)C(=O)C31 (stereo unspecified) | -4.2%[57.5 µM]
CC(C)CC(=O)NC(=S)Nc1ccc(N2CCN(C(=O)c3cccs3)CC2)cc1 | -11.8%[57.5 µM]
O=C(Cn1cc(SCc2ccc(F)cc2)c2ccccc21)N1CCOCC1 | 6.0%
CCCNC(=O)Cn1sc2nc(C)cc(C)c2c1=O | -6.6%[57.5 µM]
O=C(NC1CCN(C(=O)Nc2ccccc2Cl)CC1)c1ccccc1 | -16.6%
CN(C)c1cc[n+](CC(=O)N2CCCc3ccccc32)cc1 | u
COC(=O)c1cc(NC(C)=O)ccc1N1CCOCC1 | -6.8%
Cc1noc(C)c1COc1ccc(CC(=O)NC2CCCCCC2)cc1 | -4.9%
N#C/C(=N\Nc1ccccc1)C(N)=S | -18.2%[57.5 µM]
CC(=O)c1cc(-c2ccccc2)n(CC(=O)NC(C)(C)C)c1C | -6.2%

5 compounds out of the list, sorted by length of the SMILES, low to high:
SMILES | ERK EGF inh
CCOC(=O)C1CCN(c2cc(C)nc3ccc(OC)cc23)CC1 | 0.8%
O=C(Cn1cc(SCc2ccc(F)cc2)c2ccccc21)N1CCOCC1 | 6.0%
COc1ccc(N(Cc2cc3ccccc3[nH]c2=O)S(C)(=O)=O)cc1 | 2.0%
CCOC(=O)COc1cccc2c(=O)n(CC(=O)NCCc3ccccc3)ccc12 | -0.6%
CC(C)CC(=O)NC(=S)Nc1ccc(N2CCN(C(=O)c3cccs3)CC2)cc1 | -11.8%[57.5 µM]

No new results follow: entries from further up.
SMILES | ERK EGF inh
COc1ccc(C(=O)C[n+]2cccc(Br)c2)cc1 | 2.6%[57.5 µM]
Cc1ccc2nc(-c3ccncc3)cc(C(=O)Nc3ccc4c(c3)OCCO4)c2c1 | -0.3%
O=C(COC(=O)c1oc2ccccc2c1COc1ccccc1)NCCN1C(=O)CSC1=O | -2.4%
CCOC(=O)COc1ccc2ccccc2c1/C=C/[N+](=O)[O-] | u
CCCCN(C(C)=O)C1CC(=O)N(c2ccc(OCCC)cc2)C1=O (stereo unspecified) | 6.7%[57.5 µM]

More entries follow.
SMILES | ERK EGF inh
Cc1ccc(C(=O)Nc2cc([N+](=O)[O-])ccc2F)s1 | 14.2%
O=C(COC(=O)c1ccccc1C(=O)c1ccccc1)NCCc1ccccc1 | -1.4%
CCCCc1ccc(/C=C(\C#N)C(N)=S)s1 | 3.6%
NNC(=O)c1n[nH]c(=O)c2ccccc12 | 7.6%[57.5 µM]
CC1Cc2nc(SCC(=O)NCCc3ccccc3)n(C)c(=O)c2S1 (stereo unspecified) | -5.6%
Cc1cccc2c(N=Nc3ccc(S(=O)(=O)Nc4ccc(Cl)cc4)cc3[N+](=O)[O-])c(O)[nH]c12 | 9.5%
O=C(Nc1ccccc1)C1=C[C@H](c2ccccc2)C[C@H](OCc2ccc(CO)cc2)O1 | -9.1%[57.5 µM]
CCOc1ccc(OCCOCCOc2ccccc2Cl)cc1 | -0.1%
CCc1ccc(/C([O-])=C(/C(=S)NCCN2CCOCC2)[n+]2ccccc2)cc1 | -6.5%
CC(C)CC1(C(=O)NCC2CC2)C=CCN1C(=O)c1ccccc1 (stereo unspecified) | 13.6%
CCC(C)c1ccc(NC(=O)C2CCN(c3ccc(C(F)(F)F)cn3)CC2)cc1 (stereo unspecified) | -0.4%
O=C(NC1CCCC1)C(c1ccccc1)N(C(=O)c1ccno1)c1ccccc1 (stereo unspecified) | -2.5%
O=c1c(Br)c(N2CCCC2)cnn1-c1ccccc1 | 7.3%
O=C(COC(=O)Cc1ccccc1F)Nc1ccc(SC(F)F)cc1 | -2.2%
O=C(O)c1cccc(Cn2c(Cl)c(/C=N/NC(=O)c3cccc(O)c3)sc2=O)c1 | -8.9%[57.5 µM]
COCn1c(COc2ccc3ccccc3c2)nc2ccccc21 | 1.2%
c1csc(-c2nc(-c3ccc(-c4ccon4)s3)no2)c1 | -1.4%[57.5 µM]
CCCCNC(=O)COC(=O)c1cc(C)oc1C | 2.6%
N#Cc1cc(C(=O)c2ccccc2OCC(=O)Nc2ccccc2)cn(C2CCCCC2)c1=O | 6.8%
O=C(Cn1cnc2c(cnn2-c2ccccc2)c1=O)NCCc1ccccc1 | 3.7%
CCCCc1c(C)[nH]c(C(=O)OCC)c1C | 7.2%
COc1ccc(CNc2ncnc3c2[nH]c2ccccc23)cc1 | u
O=C(Nc1cc(Cl)cc(Cl)c1)c1ccc(Cn2c(=O)[nH]c3ccsc3c2=O)cc1 | -2.8%
Cc1onc(-c2c(F)cccc2Cl)c1C(=O)Nc1ccccc1N1CCOCC1 | 1.3%[57.5 µM]
CC(c1ccccc1)c1nnc(N)s1 (stereo unspecified) | -12.0%
COC(=O)CCC(=O)OC1(C)C(=O)C=C2C=C(C3CC3)N(c3ccccc3)C=C2C1=O (stereo unspecified) | 7.5%[57.5 µM]
Cc1ccc(C(=O)N/C(=C/c2ccc(Cl)cc2)C(=O)NCC2CCCO2)cc1 (stereo unspecified) | 8.3%
